SV40 large T antigen – SV40 large T antigen inhibitors, biochemical (AID 1903) | inhibition, % at 20 µM, or IC50 in µM where a hit was titrated | 0.39% of 310,000 active | SV40 large T antigen ATPase/helicase inhibition assay; higher % means a stronger effect; in the data active = a potency from the dose series; inconclusive = inhibition mostly from about 32% at the one dose, without a potency; inactive = the rest, 99 in 100 with inhibition below about 32%; also: strong numbers were not always called active
TNAP activators – human TNAP enzyme activators, primary screen, biochemical, luminescent, no phosphate acceptor, uHTS (AID 1001). purified TNAP, luminescent activation assay, no phosphate acceptor; higher activation fold means a stronger effect. activation fold at 20 µM; hits with a dose series show EC50 in µM. 0.03% of 200,000 active; in the data active = activation fold from about 3, or a potency from the dose series; inactive = the rest, 99 in 100 with activation fold below about 1.6; also: many of its hits are not listed in these tables
NTR1 ag – agonists of NTR1, primary screen, imaging, U2OS cells, beta-arrestin-GFP, high content (AID 493036) | P30989 | NTR1-U2OS beta-arrestin-GFP spot imaging, agonist mode | activation, % at 20 µM | 0.17% of 330,000 active;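 active = activation at or above 40% of the spot to cytoplasm intensity ratio, with at least 20 cells analyzed; inconclusive = wells under 20 cells, flagged as cytotoxic or low count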;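 also: 0% = DMSO without peptide and 100% = 100 nM NTR1 peptide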
Target sequence (P30989 whole entry, looked up): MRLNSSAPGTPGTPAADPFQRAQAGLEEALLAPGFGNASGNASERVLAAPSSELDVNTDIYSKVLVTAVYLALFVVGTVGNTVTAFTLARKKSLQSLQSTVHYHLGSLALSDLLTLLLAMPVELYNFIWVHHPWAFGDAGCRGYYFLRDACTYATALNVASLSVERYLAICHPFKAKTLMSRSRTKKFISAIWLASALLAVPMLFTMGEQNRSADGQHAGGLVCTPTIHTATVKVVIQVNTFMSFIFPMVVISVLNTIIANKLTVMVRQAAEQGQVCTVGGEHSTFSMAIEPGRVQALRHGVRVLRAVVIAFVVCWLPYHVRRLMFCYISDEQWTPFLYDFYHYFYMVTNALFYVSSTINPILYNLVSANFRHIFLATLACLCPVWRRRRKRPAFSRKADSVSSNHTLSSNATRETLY
K1F lysis inhibition – inhibition of K1F phage lysis, E. coli UTI89, bacterial capsule biogenesis inhibitors, alamar blue (AID 488966). E. coli UTI89 K1F phage lysis, alamar blue, 2 h; higher % means a stronger effect. one-dose inhibition, % at 100 µM; IC50 in µM for titrated hits. 0.02% of 340,000 active;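 active = phage lysis inhibition, versus mean bacterial control, above a set limit; inconclusive = no clear call, values can overlap the other calls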;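 also: capsule biogenesis inhibitors block K1F phage lysis so surviving cells raise fluorescence; higher fluorescence means more inhibition of phage lysis; actives were called in the ten point dose series up to 300 µM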
RSV antiviral HEp-2 – inhibition of RSV-induced cytopathic effect – HEp-2 cells, primary 10 µM value included (AID 2391) | HEp-2 cells, RSV-induced CPE inhibition; higher % means a stronger effect | CPE inhibition, % at 10 µM, or IC50 in µM where a hit was titrated | 0.13% of 310,000 active; in the data active = a potency from the dose series; inconclusive = CPE inhibition mostly from about 23% at the one dose, without a potency; inactive = the rest, 99 in 100 with CPE inhibition below about 21%; also: strong numbers were not always called active
T cell HTS – modulates CD8 T cell binding to vesicles. 2C CD8+ T cell-vesicle binding, flow cytometry; active compounds read low. calls only at 7 µM. 0.068% of 330,000 active;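 active = response, share of CD8 T cells binding vesicles, and their 90th percentile fluorescence all below set limits, cut at about 80% in these data, passing the limit was not always enough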
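System: murine 2C transgenic CD8+ T lymphocytes; also added: QL9-loaded Drosophila micro-vesicles; times: binding 1.5 h at 37 °C; measured by: flow cytometry, PE anti-B7-1 (FL2) versus Alexa647 anti-CD8 (FL8), PFA-fixed; control set: Peptide-free naked vesicles (low) and QL9 vesicles with 0.7% DMSO vehicle (high)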
Myeloid diff 2 – compounds promoting myeloid differentiation; 1% of 360,000 active; AID 624256; calls only at 10 µM; ER-HoxA9 myeloid progenitors, lysozyme-GFP differentiation, flow cytometry;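 active = normalized GFP-positive differentiation at or above the plate's own cutoff, the solvent-only control mean plus 3 SD; inconclusive = no clear call, values can overlap the other calls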;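 also: cells exposed to compound for four days before flow analysis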
PhoP inhibition – inhibitors of PhoP regulon expression, primary screen, Salmonella Typhimurium, GFP reporter (AID 1863); 0.16% of 300,000 active; one-dose inhibition, % at 50 µM; IC50 in µM for titrated hits; S. Typhimurium PhoP-regulated promoter GFP reporter, 4 h; higher % means a stronger effect;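 active = inhibition over 29.93%, a cutoff 3 SD above the screen mean, later confirmed by dose response; inconclusive = inhibition over 29.93% but no dose response follow-up; inactive = inhibition at most 29.93% or unconfirmed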;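 also: 0% = low Mg2+ inducing control and 100% = high Mg2+ repressing control; strong numbers were not always called active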
MgcRacGAP inhibition – MgcRacGAP GTPase-activating activity inhibitors, confirmation, biochemical, ADP Hunter fluorescence; AID 624330; 0.6% of 340,000 active; MgcRacGAP-stimulated Rac1 GTP hydrolysis, ADP Hunter fluorescence; higher % means a stronger effect; GST-tagged Rac1 F28L mutant substrate; one-dose inhibition, % at 30 µM; IC50 in µM for titrated hits;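 active = first-screen hits whose inhibition reached a set limit at any dose in the follow-up dose series; inconclusive = inhibition above the set first-screen limit but never retested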;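 also: fluorescence reports GDP produced by GAP-driven GTP hydrolysis; strong numbers were not always called active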
T cell HTS vesicle-bound % – second read-out of T cell HTS, no call of its own (marks repeat the call); double positive events, %; measured here: CD8+ vesicle-bound cell fraction;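 binding gate set so that unloaded-vesicle control wells show 10% double positive cells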
NTR1 ag cell count 20 µM – recorded beside NTR1 ag, whose call it bears; cell count; measured here: cell count, cytotoxicity flag
Myeloid diff 2 GFP+ MAC1+ % – second read-out of Myeloid diff 2, no call of its own (marks repeat the call); GFP+ MAC1+ double positive, %; measured here: differentiation confirmed by MAC1 staining
Active calls of the source: *; i = inactive; ? = inconclusive; . = not tested or not shown; [ ] = another dose, or the depositor's remark.

SMILES	SV40 large T antigen	TNAP activators	NTR1 ag	NTR1 ag cell count 20 µM	K1F lysis inhibition	RSV antiviral HEp-2	T cell HTS	T cell HTS vesicle-bound %	Myeloid diff 2	Myeloid diff 2 GFP+ MAC1+ %	PhoP inhibition	MgcRacGAP inhibition
Cc1csc(Nc2ccccc2)[n+]1-c1ccccc1	12.0%	1.1	1.6	37	0.3%	-0.2%	i	30.9	i	0.9	-10.0%	4.9%
Cc1cc(NC(=O)c2ccccc2O)nc(C)n1	2.7%	1.1	1.5	45	0.9%	-0.7%	i	49.8	i	0.2	-9.8%	4.9%
CS(=O)(=O)N(CC(=O)Nc1ccccc1C(=O)N1CCCC1)c1ccccc1Br	8.1%	.	0.8	67	0.2%[50 µM]	0.5%	i	40.8	i	0.4	3.6%	6.4%
N#CCCN(C(=O)CSc1nnc(-c2ccncc2)n1C1CC1)c1ccccc1	.	.	3.0	55	0.9%[50 µM]	1.2%	i	30.3	i	0.7	.	1.7%
CC(=O)c1ccc(NC(=O)CSc2nc(=O)cc(N)n2-c2ccccc2)cc1	8.6%	1.1	-1.7	42	2.3%	0.7%	i	56.3	i	0.6	-3.5%	0.5%
C#CCOCCOCCOCCNc1nc(N2CCN(C(=O)C([C@@H](C)O)n3cc([C@@H](N)CCCCN)nn3)CC2)nc(N2CCN(C(=O)[C@H](CCCCN)n3cc([C@@H](N)[C@H](C)CC)nn3)CC2)n1 (some centres undefined)	.	.	-1.4	71	0.2%	.	i	8.0	i	1.4	.	?
O=C(NCCCN1CCN(c2ccccc2)CC1)Nc1ccccc1C(F)(F)F	-1.6%	1.1	1.9	64	-0.3%[50 µM]	-0.6%	i	24.7	i	0.4	-10.1%	5.7%
Nc1nc(-c2cccs2)c(NC(=O)c2ccccc2)s1	23.2µM*	1	0.1	57	1.9%	0.3%	i	31.7	i	3.2	17.6%	30.6%
O=C(O)c1ccc(NC(=S)NC(=O)c2cccnc2)cc1	5.7%	.	-1.6	55	0.6%	1.1%	i	49.1	i	0.1	-1.1%	13.0%
c1ccc2[nH]c(Cn3nnc4ccccc43)nc2c1	2.3%	.	2.1	70	-2.5%	2.3%	i	41.0	i	1.7	.	6.0%
CCCN1CNc2c(c(=O)[nH]c(=S)n2-c2ccc(Cl)cc2)C1	19.3%	1	-0.6	77	0.4%	1.6%	i	46.1	i	0.1	-6.4%	11.7%
CCCN1CCC(=O)N(CCSc2ccccc2)CC1	3.6%	.	-1.6	61	0.0%	-1.5%	i	15.8	i	1.4	-6.0%	3.2%
CCOCCCN(C(=O)Cn1nnc(-c2ccc(C)o2)n1)C(C(=O)NC1CCCC1)c1ccco1 (centres undefined)	-3.7%	.	2.5	45	0.2%	0.3%	i	21.4	i	3.6	2.5%	5.6%
Cc1ccc(C(=O)COC(=O)C2CC3CCCC(C2)C3=O)cc1[N+](=O)[O-] (centres undefined)	7.1%	.	-1.2	58	-1.1%	0.9%	i	19.1	i	0.9	-3.2%	4.0%
CNC(C)C(=O)NC(C(=O)N1CCCC1C(=O)NC1CCCc2ccccc21)C(C)C (centres undefined)	.	.	0.8	66	0.9%	0.4%	i	13.4	i	0.2	.	7.6%
CCCOc1cccc(-c2cc(C(=O)N/N=C/c3cccnc3)c3ccccc3n2)c1	13.2%	.	5.6	61	0.9%[50 µM]	?	i	5.4	i	0.9	2.9%	3.1%
O=C1CC(C(=O)Nc2cccc(F)c2)n2ncnc2N1 (centres undefined)	9.0%	1	-0.1	91	0.2%	1.9%	i	56.8	i	0.2	12.8%	10.7%
CC(=O)NCc1ccc(-c2nc3ccccc3s2)cc1	5.8%	1	-0.5	37	-0.3%	9.5%	i	2.9	i	0.6	-4.1%	-1.1%
O=C(CSc1nc2ccccc2c(=O)n1CCCN1CCOCC1)N1CCN(c2ccccc2)CC1	0.0%	1.2	0.6	69	0.2%	-1.5%	i	25.0	i	0.7	5.7%	-2.5%
N=c1oc2ccc(Cl)cc2cc1C(=O)NC1CCCCCC1	20.4%	.	4.1	48	2.1%[50 µM]	4.3%	i	8.0	i	0.2	-5.4%	9.1%
Clc1cccc(-c2nnc(SC/C=C/c3ccccc3)n2Cc2ccco2)c1	3.2%	1.1	1.1	57	3.1%	7.9%	i	7.6	i	10.8	1.8%	-2.5%
OC1CCN(c2ncnc3c2nnn3Cc2c(F)cccc2Cl)CC1	1.8%	1	-1.6	94	0.7%	0.2%	i	37.9	i	0.8	9.5%	4.2%
COc1cccc2cc(C(=O)N3CCN(C45CC6CC(CC(C6)C4)C5)CC3)c(=O)oc12	6.9%	1.1	13.5	85	-0.4%	0.1%	i	34.4	i	0.7	0.4%	9.0%
O=S(=O)(c1ccc(N2CCOCC2)cc1)N1CCOCC1	5.0%	1.1	4.7	63	3.4%	0.2%	i	58.0	i	0.5	-5.5%	3.1%
COc1cc(-c2n[nH]c(=S)n2-c2cc(C(F)(F)F)ccc2Cl)cc(OC)c1OC	-4.7%	1.1	-0.3	38	1.0%[50 µM]	1.2%	i	14.3	i	0.2	1.6%	10.2%

More structures follow:
SMILES	SV40 large T antigen	TNAP activators	NTR1 ag	NTR1 ag cell count 20 µM	K1F lysis inhibition	RSV antiviral HEp-2	T cell HTS	T cell HTS vesicle-bound %	Myeloid diff 2	Myeloid diff 2 GFP+ MAC1+ %	PhoP inhibition	MgcRacGAP inhibition
Cc1c(Cl)ccc(S(=O)(=O)NCCN2CCOCC2)c1Cl	18.9%	.	1.2	56	0.3%	-1.6%	i	48.3	i	0.4	1.2%	7.0%
COCCN(C(=O)C1CCCO1)c1c(N)n(CC(C)C)c(=O)[nH]c1=O (centres undefined)	.	.	-0.3	59	0.9%[50 µM]	1.7%	i	34.6	i	0.7	.	1.6%
CCCn1c(=O)c2ccccc2n2c(SCC(=O)c3ccccc3)nnc12	16.8%	1	2.5	55	-0.1%	2.7%	i	13.9	i	1.2	3.6%	26.2%
O=C(NCCNC(=O)c1cccs1)c1ccco1	-1.2%	1	0.1	82	-0.2%	-0.9%	i	16.8	i	2.1	1.3%	7.6%
Cc1ccc(S(=O)(=O)NCC(=O)OCC(=O)N(C)C2CCCCC2)cc1	.	.	-1.4	53	0.7%[50 µM]	1.0%	i	29.1	i	0.6	.	-1.6%
CC(=O)c1ccc(N(CC(=O)NC2CCCCC2)C(=O)CNC(=O)c2cccs2)cc1	2.6%	.	0.2	47	-0.1%	0.5%	i	7.9	i	1.2	4.5%	0.7%
COc1ccc(-c2cc3nc(-c4ccccc4)cc(N4CCC(O)CC4)n3n2)cc1	.	1.1	11.9	74	0.1%	34.9µM*	i	56.9	i	0.5	.	10.7%
Cc1ccc(CNS(=O)(=O)c2ccc(Br)s2)cc1	-3.0%	.	0.2	66	0.1%	9.6%	i	5.6	i	0.4	5.7%	8.6%
CCCc1cc(=O)oc2cc(OCC(=O)NCC(O)c3ccccc3)ccc12 (centres undefined)	.	.	1.0	62	-0.1%	3.1%	i	13.7	i	1.4	6.9%	-4.4%
O=C1CC(c2ccccc2)CC(O)=C1C=NCCCO (centres undefined)	17.1%	1.1	-0.1	53	1.1%	2.2%	i	39.2	i	0.7	-8.3%	8.9%
CS(=O)(=O)c1cccc(C(=O)NC(c2ccccc2)c2ccccc2)c1	-1.3%	1.1	-0.3	46	0.7%	2.5%	i	59.9	i	0.7	-6.3%	3.6%
COc1ccccc1C(=O)N/C(=C/c1cccc([N+](=O)[O-])c1)C(=O)Nc1cccc(C(=O)O)c1	-0.4%	1	-1.1	83	1.3%	3.1%	i	35.7	i	0.1	2.4%	1.4%
COCCn1c(SCC(=O)N2CCCC2)nnc1C(C)C	4.6%	1.1	7.9	93	7.5%	0.0%	i	50.3	i	1.9	-8.9%	8.4%
NC(=O)N/N=C/c1coc2ccc3ccccc3c2c1=O	1.7%	.	3.4	50	-1.2%	0.5%	i	46.3	i	0.6	-5.2%	0.4%
O=C1NC(=O)C(c2ccccc2[N+](=O)[O-])=C1Nc1ccc(O)c(Cl)c1	55.4µM*	.	-0.3	65	0.4%	0.6%	i	28.0	i	2.9	7.8%	40.2%
Cc1nc(SCC(=O)Nc2c(C)n(C)n(-c3ccccc3)c2=O)[nH]c(=O)c1C	.	.	-0.6	53	0.4%[50 µM]	0.5%	i	19.1	i	0.1	.	-1.5%
CC1CCCCN1CCNC(=O)C1CCCN(S(=O)(=O)c2cccc3nsnc23)C1 (centres undefined)	0.0%	.	-0.5	51	0.1%	-0.6%	i	25.4	i	0.7	8.4%	10.4%
CCc1nc2sc3c(c2c(=S)[nH]1)CC(C)(C)OC3	.	.	-1.0	87	0.3%	.	.	.	i	0.7	.	4.1%
O=C(Nc1ccccc1C(F)(F)F)c1ccc2nccnc2c1	5.6%	.	-1.2	51	0.0%	0.7%	i	64.2	i	1.9	-1.8%	3.6%
Cc1ccc2cc(C#N)c(N3CCCN(C(=O)C4CCCO4)CC3)nc2c1 (centres undefined)	4.5%	1.1	0.3	97	0.4%	1.7%	i	49.9	i	0.7	-0.7%	7.3%
COc1ccc(-n2cnc3cc(NCc4ccccn4)ccc32)cc1	32.7%	1	0.7	55	3.7%	-0.7%	i	48.2	?	.	21.9%	18.1%
CC(=O)N(Cc1cccnc1)c1cccc(-c2nc3ccccc3s2)c1	14.0%	1	1.2	60	0.0%	16.9%	i	33.2	i	0.8	3.0%	3.1%
CCn1cc(C(=O)O)c(=O)c2cc(F)c(N3CCN(S(=O)(=O)c4ccc(NC(C)=O)cc4)CC3)cc21	6.9%	1.1	1.3	49	-10.4%	1.1%	i	48.0	i	0.3	135µM*	5.7%
CN1CCN(S(=O)(=O)c2ccc(NC(=S)NC(=O)c3ccc(Cl)cc3)cc2)CC1	12.9%	0.8	.	.	0.0%	.	.	.	i	0.8	3.2%	9.9%
CCOC(=O)C1=C(N)OC2=C(C(=O)CC(C)(C)C2)C1C1CCCCC1 (centres undefined)	3.0%	1.1	5.2	59	-0.1%	1.2%	i	50.9	i	1.0	-0.5%	6.6%

Bioassay records as filed in PubChem.
